# From PubChem
# NSD2 block: blocks human NSD2 histone methyltransferase activity; AID 624260; inhibition, % at 12.5 µM; O96028; NSD2-SET H3K36me1 DELFIA fluorescence, biochemical; 44,000 compounds, 0.07% hits; in the data active = inhibition above about 54%, passing the limit was not always enough; inconclusive = no clear call, values can overlap the other calls;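 also: inhibitors reduce the monomethyl H3K36 fluorescence signal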
# Target sequence (O96028 whole entry, looked up): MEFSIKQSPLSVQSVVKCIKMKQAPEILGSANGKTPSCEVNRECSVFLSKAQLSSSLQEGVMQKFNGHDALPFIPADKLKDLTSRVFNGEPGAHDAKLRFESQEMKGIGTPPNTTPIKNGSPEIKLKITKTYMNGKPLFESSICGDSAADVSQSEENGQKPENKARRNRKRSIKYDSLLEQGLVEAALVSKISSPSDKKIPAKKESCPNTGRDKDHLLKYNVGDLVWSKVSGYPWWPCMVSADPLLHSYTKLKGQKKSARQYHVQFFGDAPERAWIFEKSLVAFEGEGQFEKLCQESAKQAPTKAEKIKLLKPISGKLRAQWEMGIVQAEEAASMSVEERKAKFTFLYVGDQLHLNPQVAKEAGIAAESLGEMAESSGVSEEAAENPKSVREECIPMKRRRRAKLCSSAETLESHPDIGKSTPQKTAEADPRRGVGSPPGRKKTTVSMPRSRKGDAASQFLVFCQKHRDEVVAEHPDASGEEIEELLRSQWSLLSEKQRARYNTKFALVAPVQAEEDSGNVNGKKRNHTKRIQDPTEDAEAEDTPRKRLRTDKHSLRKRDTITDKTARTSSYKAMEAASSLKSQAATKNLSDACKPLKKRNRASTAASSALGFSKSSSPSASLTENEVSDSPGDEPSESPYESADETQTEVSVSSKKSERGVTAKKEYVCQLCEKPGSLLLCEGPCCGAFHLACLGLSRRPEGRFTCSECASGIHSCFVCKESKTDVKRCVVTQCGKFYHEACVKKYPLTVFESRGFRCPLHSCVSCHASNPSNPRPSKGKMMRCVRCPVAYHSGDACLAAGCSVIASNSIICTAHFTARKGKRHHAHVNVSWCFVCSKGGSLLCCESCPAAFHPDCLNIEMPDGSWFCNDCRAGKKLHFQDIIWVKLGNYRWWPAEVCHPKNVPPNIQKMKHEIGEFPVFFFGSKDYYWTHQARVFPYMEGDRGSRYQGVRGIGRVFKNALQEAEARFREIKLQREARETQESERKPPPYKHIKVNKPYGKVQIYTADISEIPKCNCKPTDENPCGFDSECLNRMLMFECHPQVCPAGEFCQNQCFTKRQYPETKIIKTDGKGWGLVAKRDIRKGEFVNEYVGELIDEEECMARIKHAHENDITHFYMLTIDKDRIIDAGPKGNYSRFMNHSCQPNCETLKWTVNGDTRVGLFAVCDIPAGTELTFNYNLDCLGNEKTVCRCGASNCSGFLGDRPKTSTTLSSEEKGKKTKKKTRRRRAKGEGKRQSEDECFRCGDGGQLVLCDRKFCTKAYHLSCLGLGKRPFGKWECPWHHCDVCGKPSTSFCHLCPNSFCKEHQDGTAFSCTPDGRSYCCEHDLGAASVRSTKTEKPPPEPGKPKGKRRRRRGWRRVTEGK
# Active calls of the source: *; ? = inconclusive.
compound	NSD2 block
Cc1cc(C(=O)Nc2cccc3c2O[C@H](CN(C)C(=O)NC2CCCCC2)[C@H](C)CN([C@H](C)CO)C3=O)n(C)n1	-0.4
CNC[C@H]1Oc2ccc(N(C)C)cc2C(=O)N([C@@H](C)CO)C[C@@H]1C	2.3
C[C@@H]1CN([C@@H](C)CO)C(=O)c2cc(NC(=O)Cc3ccccc3)ccc2O[C@@H](C)CCCCO[C@@H]1CN(C)C(=O)Nc1ccccc1	-0.1
CCC(=O)N(C)C[C@@H]1Oc2cc(-c3ccc(OC)cc3)ccc2S(=O)(=O)N([C@@H](C)CO)C[C@@H]1C	1.8
Cc1noc(C)c1S(=O)(=O)Nc1ccc2c(c1)C(=O)N([C@H](C)CO)C[C@H](C)[C@@H](CN(C)C(=O)NC1CCCCC1)O2	?
C[C@@H]1CN([C@H](C)CO)C(=O)c2cc(NC(=O)Cc3cn(C)c4ccccc34)ccc2O[C@@H]1CN(C)CC1CC1	-3.5
C[C@@H]1CCCCO[C@H](CN(C)S(=O)(=O)c2ccccc2)[C@H](C)CN([C@@H](C)CO)C(=O)c2cc(NC(=O)Nc3cccc4ccccc34)ccc2O1	3.3
C[C@@H]1CN([C@H](C)CO)C(=O)c2cccc(NS(=O)(=O)c3cn(C)cn3)c2O[C@@H]1CN(C)S(=O)(=O)c1ccccc1	6.5
CNC[C@H]1Oc2ccc(NC(=O)Nc3ccc4c(c3)OCO4)cc2C(=O)N([C@@H](C)CO)C[C@@H]1C	2.6
C[C@@H]1CN([C@H](C)CO)C(=O)Cc2cc(NC(=O)Nc3ccc4c(c3)OCO4)ccc2O[C@@H]1CN(C)Cc1ccc(C(=O)Nc2ccccc2N)cc1	-3.8
C[C@H](CO)N1C[C@H](C)[C@H](CN(C)Cc2ccc(C(=O)O)cc2)OCCCC[C@H](C)Oc2ccc(NC(=O)CCC(F)(F)F)cc2C1=O	-1.4
CC(C)C#Cc1ccc2c(c1)O[C@H](CN(C)C(=O)c1cnccn1)[C@H](C)CN([C@@H](C)CO)S2(=O)=O	0.8
C[C@@H]1CN([C@@H](C)CO)C(=O)c2cc(NC(=O)Nc3ccc(F)cc3)ccc2O[C@@H](C)CCCCO[C@@H]1CN(C)S(=O)(=O)c1ccc(F)cc1	0.9
C[C@H]1CN([C@@H](C)CO)C(=O)Cc2cc(NS(=O)(=O)c3cccs3)ccc2O[C@H]1CN(C)C(=O)Nc1ccc(F)cc1	-9.8
C[C@H]1CN([C@@H](C)CO)C(=O)Cc2cc(NC(=O)Cc3ccccc3)ccc2O[C@H]1CN(C)S(=O)(=O)c1ccccc1	-9.0
C[C@H](CO)N1C[C@H](C)[C@@H](CN(C)C(=O)c2ccccc2)OCc2cnnn2CCCC1=O	-1.5
C[C@H](CO)N1C[C@H](C)[C@H](CN(C)S(=O)(=O)c2ccc(F)cc2)Oc2ccc(NS(=O)(=O)c3cccs3)cc2CC1=O	0.4
Cc1noc(C)c1NC(=O)Nc1ccc2c(c1)CC(=O)N([C@@H](C)CO)C[C@@H](C)[C@@H](CN(C)C(=O)Nc1ccc3c(c1)OCO3)O2	3.8
C[C@@H]1CN([C@H](C)CO)C(=O)Cc2cc(NC(=O)Cc3ccccc3)ccc2O[C@H]1CN(C)S(=O)(=O)c1ccc(F)cc1	2.4
C[C@H](CO)N1C[C@H](C)[C@H](CN(C)Cc2ccncc2)Oc2ccc(NC(=O)CCC(F)(F)F)cc2C1=O	-217.8
COc1cc2c(cc1O)C=[N+](Cc1cccc(OC(F)(F)F)c1)CC2	0.0
NC(=O)[C@H]1[C@@H]2C(=O)O[C@@H](c3ccccc3)[C@@H](c3ccccc3)N2[C@@H](c2ccccc2OCCO)[C@]12C(=O)Nc1ccccc12	-7.8
O=C(CCCCC(=O)N/N=C/c1cc2c(cc1Br)OCO2)NO	3.0
COc1ccc(S(=O)(=O)Nc2cccc3c2O[C@@H](CN(C)S(C)(=O)=O)[C@@H](C)CN([C@H](C)CO)C3=O)cc1	-4.8
Cc1ccc(S(=O)(=O)Nc2ccc3c(c2)C(=O)N([C@@H](C)CO)C[C@H](C)[C@@H](CN(C)C(=O)Nc2cccc4ccccc24)O3)cc1	2.6
CNC[C@@H]1Oc2ccc(NC(=O)C3CCCCC3)cc2C(=O)N([C@@H](C)CO)C[C@H]1C	-2.3
Cc1ccc(S(=O)(=O)Nc2ccc3c(c2)C(=O)N([C@@H](C)CO)C[C@@H](C)[C@H](CN(C)C(=O)CCC(F)(F)F)OCCCC[C@@H](C)O3)cc1	-5.1
CC(C)NC(=O)Nc1ccc2c(c1)C(=O)N([C@H](C)CO)C[C@@H](C)[C@H](CN(C)Cc1ccc3c(c1)OCO3)OCCCC[C@H](C)O2	6.6
C[C@@H]1CN([C@H](C)CO)C(=O)c2cc(NS(=O)(=O)c3cn(C)cn3)ccc2O[C@@H]1CN(C)C(=O)NC1CCCCC1	1.7
COc1ccc(C#Cc2ccc3c(c2)O[C@@H](CN(C)C(=O)c2ccccn2)[C@H](C)CN([C@@H](C)CO)S3(=O)=O)cc1	6.6
Cc1noc(C)c1S(=O)(=O)N(C)C[C@H]1Oc2ccc(NC(=O)Cn3cnnn3)cc2CC(=O)N([C@@H](C)CO)C[C@@H]1C	-5.3
COc1ccc(NC(=O)Nc2cccc3c2O[C@H](CN(C)Cc2ccc(Oc4ccccc4)cc2)[C@H](C)CN([C@@H](C)CO)C3=O)cc1	2.9
COc1ccc(-c2nc(N)ncc2-c2cscn2)c(O)c1	12.1
C[C@H]1CN([C@@H](C)CO)C(=O)c2cc(/C=C/c3ccccc3)cnc2O[C@@H]1CN(C)Cc1cncnc1	12.2
C=C(C)[C@@H]1CC=C(/C=N/NC(=O)c2ccccc2O)CC1	-3.5
C[C@H]1CN([C@@H](C)CO)C(=O)c2cc(C#Cc3ccccc3F)cnc2O[C@H]1CN(C)C(=O)c1ccc2c(c1)OCO2	-7.0
COCCNC(=O)C[C@H]1C[C@H]2c3cc(NS(=O)(=O)c4ccccc4)ccc3O[C@H]2[C@H](CO)O1	-2.3
COc1ccccc1NC(=O)N[C@@H]1CC[C@@H](CC(=O)NCc2ccc(Cl)c(Cl)c2)O[C@@H]1CO	-1.9
CCCN(C)C[C@H]1OCCCC[C@H](C)Oc2ccc(N(C)C)cc2C(=O)N([C@H](C)CO)C[C@H]1C	7.2
C[C@H]1CN([C@@H](C)CO)C(=O)Cc2cc(NS(=O)(=O)c3ccc(Cl)cc3)ccc2O[C@H]1CN(C)Cc1ccc(C(F)(F)F)cc1	0.1
COC(=O)C1=C(C)NC(C)=C(C(=O)OCCSc2ccccc2)C1C (stereo not given)	-1.1
Cc1noc(C)c1NC(=O)N(C)C[C@@H]1Oc2ccc(NC(=O)Nc3ccc4c(c3)OCO4)cc2C(=O)N([C@@H](C)CO)C[C@@H]1C	-1.3
C[C@@H]1CN([C@@H](C)CO)C(=O)c2cc(NS(=O)(=O)c3ccc(Cl)cc3)ccc2O[C@@H](C)CCCCO[C@H]1CN(C)S(=O)(=O)c1cn(C)cn1	-0.9
C[C@H](CO)N1C[C@H](C)[C@@H](CN(C)Cc2ccncc2)Oc2c(NC(=O)c3ccncc3)cccc2C1=O	0.4
O=C(C[C@@H]1C=C[C@@H](NS(=O)(=O)c2ccccc2)[C@@H](CO)O1)NCc1ccc(Cl)c(Cl)c1	7.5
CC(C)C1NC(=S)NC2=C1CCCC2 (stereo not given)	0.2
C[C@@H]1CN([C@@H](C)CO)C(=O)c2cc(NC(=O)CCN3CCOCC3)ccc2O[C@H]1CN(C)Cc1ccc(Oc2ccccc2)cc1	0.5
Cc1ccc(S(=O)(=O)N(C)C[C@H]2Oc3ccc(NC(=O)Nc4c(C)noc4C)cc3CC(=O)N([C@@H](C)CO)C[C@@H]2C)cc1	3.4
C[C@@H]1CN([C@H](C)CO)C(=O)c2cc(NC(=O)Nc3ccc(C(F)(F)F)cc3)ccc2O[C@@H]1CN(C)C	-3.7
CCCC#Cc1cnc2c(c1)C(=O)N([C@@H](C)CO)C[C@@H](C)[C@@H](CN(C)S(C)(=O)=O)O2	-6.4
O=C(CCCCCC(=O)N/N=C/c1nccs1)NO	-0.9
C[C@@H]1CN([C@H](C)CO)C(=O)c2cc(C3=CCCCC3)cnc2O[C@@H]1CN(C)C(=O)CN1CCOCC1	-1.5
C/C=C/c1ccc2c(c1)O[C@H](CN(C)C)[C@H](C)CN([C@@H](C)CO)S2(=O)=O	5.8
Cc1noc(C)c1S(=O)(=O)N(C)C[C@@H]1Oc2ccc(NS(=O)(=O)c3ccc(Cl)cc3)cc2CC(=O)N([C@@H](C)CO)C[C@@H]1C	0.3
CCC(=O)N(C)C[C@@H]1Oc2cc(-c3cccc(F)c3)ccc2S(=O)(=O)N([C@@H](C)CO)C[C@H]1C	-37.6
C[C@H](CO)N1C[C@H](C)[C@@H](CN(C)Cc2ccc(C(F)(F)F)cc2)Oc2ccc(NS(=O)(=O)c3cccs3)cc2C1=O	-1.9
O=C(C1=C[C@@H](c2coc3ccccc3c2=O)C[C@@H](OCCCCO)O1)N1CCOCC1	1.0
C[C@H](CO)N1C[C@H](C)[C@H](CN(C)C(=O)C2CCCCC2)Oc2ncc(-c3cccc(C#N)c3)cc2C1=O	1.9
Cc1noc(C)c1NC(=O)Nc1ccc2c(c1)C(=O)N([C@H](C)CO)C[C@@H](C)[C@H](CN(C)C)OCCCC[C@H](C)O2	5.8
C[C@@H]1CN([C@@H](C)CO)C(=O)c2cc(C#C[C@@H](C)O)cnc2O[C@@H]1CN(C)Cc1cccc(F)c1	-3.7

# Seven compounds picked at random from the list so far, as already listed:
compound	NSD2 block
CCC(=O)N(C)C[C@@H]1Oc2cc(-c3cccc(F)c3)ccc2S(=O)(=O)N([C@@H](C)CO)C[C@H]1C	-37.6
C[C@H](CO)N1C[C@H](C)[C@H](CN(C)C(=O)C2CCCCC2)Oc2ncc(-c3cccc(C#N)c3)cc2C1=O	1.9
C[C@H](CO)N1C[C@H](C)[C@@H](CN(C)Cc2ccc(C(F)(F)F)cc2)Oc2ccc(NS(=O)(=O)c3cccs3)cc2C1=O	-1.9
Cc1noc(C)c1S(=O)(=O)N(C)C[C@@H]1Oc2ccc(NS(=O)(=O)c3ccc(Cl)cc3)cc2CC(=O)N([C@@H](C)CO)C[C@@H]1C	0.3
O=C(C1=C[C@@H](c2coc3ccccc3c2=O)C[C@@H](OCCCCO)O1)N1CCOCC1	1.0
C[C@@H]1CN([C@H](C)CO)C(=O)c2cc(C3=CCCCC3)cnc2O[C@@H]1CN(C)C(=O)CN1CCOCC1	-1.5
C/C=C/c1ccc2c(c1)O[C@H](CN(C)C)[C@H](C)CN([C@@H](C)CO)S2(=O)=O	5.8

# Other structures follow:
compound	NSD2 block
COc1cc(-c2coc3cc(OC)c(OC)c(OC)c3c2=O)cc(OC)c1OC	-3.6
CC(C)C#Cc1ccc2c(c1)O[C@@H](CN(C)CC1CCCC1)[C@H](C)CN([C@@H](C)CO)S2(=O)=O	-6.3
COC(=O)C(CC#Cc1ccc2c(c1)[C@]1(C(=O)N2)[C@H](c2ccc(OCCO)cc2)N2[C@H](c3ccccc3)[C@H](c3ccccc3)OC(=O)[C@H]2[C@@H]1C(=O)N1CCCCCCC1)C(=O)OC	-5.5
Cc1cc(C)cc(C(=O)N(C)C(Cc2ccc(-c3ccccc3)cc2)C(=O)NC(Cc2c[nH]c3ccccc23)C(=O)O)c1 (stereo not given)	2.4
C[C@H](CO)N1C[C@H](C)[C@H](CN(C)S(=O)(=O)c2ccccc2)Oc2ncc(C#Cc3cccc(F)c3)cc2C1=O	6.5
C[C@@H]1CCCCO[C@H](CN(C)CC2CCCCC2)[C@H](C)CN([C@@H](C)CO)C(=O)c2cc(NC(=O)NC3CCCCC3)ccc2O1	1.8
COc1ccc([Si](C)(C)[C@@H]2[C@@H](CCn3cc(CCO)nn3)O[C@]3(C(=O)N(Cc4ccc(N5CCC5=O)cc4)c4ccccc43)[C@H]2C)cc1	6.4
COc1ccccc1S(=O)(=O)N(C)C[C@@H]1Oc2ncc(-c3ccc(C)cc3)cc2C(=O)N([C@@H](C)CO)C[C@@H]1C	5.2
COc1ccc(CNC(=O)C[C@H]2CC[C@@H](NC(=O)CN(C)C)[C@@H](CO)O2)cc1	7.1
CC(C)CC#Cc1ccc2c(c1)O[C@@H](CN(C)C)[C@@H](C)CN([C@@H](C)CO)S2(=O)=O	6.2
O=C(C[C@@H]1C[C@H]2c3cc(NC(=O)CC4CC4)ccc3O[C@H]2[C@H](CO)O1)NCCc1ccccc1	4.2
C[C@@H]1CN([C@H](C)CO)C(=O)Cc2cc(NC(=O)Nc3ccc4c(c3)OCO4)ccc2O[C@@H]1CN(C)S(=O)(=O)c1cccs1	18.3
C[C@H](CO)N1C[C@H](C)[C@H](CN(C)C)Oc2cc(Br)ccc2S1(=O)=O	-3.9
CC(C)NC(=O)N(C)C[C@H]1OCCCC[C@H](C)Oc2ccc(NC(=O)Nc3ccc4c(c3)OCO4)cc2C(=O)N([C@@H](C)CO)C[C@H]1C	0.9
CCCC#Cc1cnc2c(c1)C(=O)N([C@H](C)CO)C[C@@H](C)[C@H](CN(C)C(=O)Nc1ccc(OC)cc1)O2	1.6
C[C@@H]1CN([C@@H](C)CO)C(=O)c2cc(/C=C/c3ccccc3)cnc2O[C@@H]1CN(C)C(=O)c1cccnc1	31.5
C[C@@H]1CN([C@@H](C)CO)C(=O)Cc2cc(NS(=O)(=O)c3ccc(Cl)cc3)ccc2O[C@@H]1CN(C)S(C)(=O)=O	3.9
C[C@@H]1CN([C@@H](C)CO)S(=O)(=O)c2ccc(Br)cc2O[C@H]1CN(C)C(=O)C1CCCCC1	-3.6
CC(C)NC(=O)Nc1ccc2c(c1)C(=O)N([C@H](C)CO)C[C@H](C)[C@H](CN(C)C(=O)NC(C)C)OCCCC[C@@H](C)O2	13.4
C[C@@H]1CN([C@H](C)CO)C(=O)Cc2cc(NC(=O)Nc3ccc(C(F)(F)F)cc3)ccc2O[C@H]1CN(C)S(=O)(=O)c1ccc(Cl)cc1	6.6

# This is a subset, so the mix of outcomes need not match the whole.
